GalR3 antagonist: human GalR3 antagonism; inhibition, % at 3 µM; O60755; HEK293 GalR3-CNG cAMP membrane potential fluorescence; galR3 body fused to GalR1 C-terminus; 360,000 compounds, 0.44% hits;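 active = inhibition above the screen-wide average plus 3 SD, cut at about 13% in these data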;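 note: forskolin and galanin both at EC90 stimulate the cells; cAMP rise reported by CNG channel membrane potential dye signal; 0% = forskolin plus galanin with DMSO and 100% = forskolin alone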
V1aR counter: activates human V1a receptor in oxytocin agonist counter-screen; P37288; CHO-V1R cells, Fluo-8 calcium fluorescence, agonist mode; 0% DMSO, 100% 3 nM vasopressin; activation, % at 3 µM; 320,000 compounds, 0.25% hits;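 active = activation above the mean activation of all tested compounds plus 3 SD, per screening run, cut at about 20% in these data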;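 note: signal is peak over basal fluorescence ratio across a 100 second FLIPR read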
IMP-1 inhibitor: blocks Pseudomonas aeruginosa IMP-1 metallo-beta-lactamase. purified IMP-1, nitrocefin hydrolysis, epi-absorbance fluorescence. inhibition, % at 5.6 µM. 290,000 compounds, 0.45% hits. AID 1556;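 active = inhibition above the mean plus 3 SD of all compounds in the same screening run, cut at about 4.5% in these data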;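 note: 0% = IMP-1 with DMSO and 100% = DMSO wells lacking enzyme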
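system = purified recombinant IMP-1 beta-lactamase | amount = 0.2 nM IMP-1, as dispensed | medium = HEPES buffer pH 7.1 with ZnSO4 and Brij 35 | times = 25 °C, 15 min preincubation, 25 min reaction | detection = plate fluorescence quenching by hydrolysis product, ex 480/em 530 nm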
GPR7 antag: human neuropeptides B/W receptor 1 antagonism; P48145; GPR7-expressing cells, fluorescence antagonist assay; 290,000 compounds, 1.1% hits; inhibition, % at 4.4 µM; in the data active = inhibition above about 16%, passing the limit was not always enough;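 note: cells stimulated with the agonist NPW; 0% = agonist with vehicle and 100% = vehicle without agonist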
Target sequence (P48145 whole entry, looked up): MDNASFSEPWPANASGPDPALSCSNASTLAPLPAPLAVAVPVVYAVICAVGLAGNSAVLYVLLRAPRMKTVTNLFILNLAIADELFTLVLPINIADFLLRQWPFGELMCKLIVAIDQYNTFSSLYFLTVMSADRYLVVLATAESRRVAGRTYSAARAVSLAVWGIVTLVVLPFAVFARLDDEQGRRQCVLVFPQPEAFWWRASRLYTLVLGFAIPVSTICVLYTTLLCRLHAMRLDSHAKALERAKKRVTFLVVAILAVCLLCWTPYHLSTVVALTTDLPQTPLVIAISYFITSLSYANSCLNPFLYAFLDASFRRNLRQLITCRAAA
OXTR agonist: agonists of human oxytocin receptor | 320,000 compounds, 0.32% hits | P30559 | activation, % at 3 µM | AID 2435 | CHO-OTR cells, Fluo-8 calcium fluorescence; normalized: DMSO 0%, oxytocin 100%;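 active = activation above the mean of all tested compounds plus 3 SD, cutoff set per screening run, cut at about 20% in these data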;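 note: peak over basal fluorescence ratio from a 100 s FLIPR kinetic read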
Target sequence (P30559 whole entry, looked up): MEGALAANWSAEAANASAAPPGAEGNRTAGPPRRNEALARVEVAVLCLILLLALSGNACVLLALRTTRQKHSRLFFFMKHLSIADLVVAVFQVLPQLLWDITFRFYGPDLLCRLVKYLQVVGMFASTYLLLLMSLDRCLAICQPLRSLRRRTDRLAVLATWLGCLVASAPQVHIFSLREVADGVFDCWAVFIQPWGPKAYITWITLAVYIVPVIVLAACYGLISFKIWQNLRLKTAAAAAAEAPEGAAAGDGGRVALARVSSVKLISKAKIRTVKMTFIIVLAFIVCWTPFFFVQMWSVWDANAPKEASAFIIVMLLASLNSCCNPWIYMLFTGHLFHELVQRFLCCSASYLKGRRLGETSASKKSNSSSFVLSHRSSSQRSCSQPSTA
DNA FID counter: counter-screen for HCV NS3 helicase inhibitors: DNA intercalator displacement; DNA fluorescent intercalator displacement, fluorescence; 290,000 compounds, 0.17% hits; inhibition, % at 7.9 µM; in the data active = inhibition above about 37%;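 note: 0% = vehicle and 100% = reference compound; higher means more ethidium bromide displaced from hairpin DNA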
HCV NS3 hel inh: HCV NS3 helicase inhibition. AID 1800. inhibition, % at 10.9 µM. NS3 helicase DNA unwinding, Cy5 molecular beacon fluorescence. 290,000 compounds, 0.56% hits;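 active = inhibition above the mean of all tested compounds plus 3 SD, set per campaign, cut at about 35% in these data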;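 note: 0% = DMSO wells and 100% = thioflavine S control wells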
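Control set: DMSO versus 110 µM thioflavine S; Material: NS3 helicase fragment of HCV; Measured by: Cy5 fluorescence at 0 and 60 min, beacon hairpin quenching; Read-out basis: percent inhibition from t60/t0 fluorescence ratio; Times: reaction time 60 min, 25 °C; Repeats: single replicate; Compound dosing: single dose, 10.9 µM nominal final, DMSO 0.8% final.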
VIM-2 inhibitor: blocks Pseudomonas aeruginosa VIM-2 metallo-beta-lactamase; purified VIM-2, nitrocefin hydrolysis, epi-absorbance fluorescence; inhibition, % at 5.6 µM; 290,000 compounds, 0.89% hits;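 active = inhibition above the mean of all tested compounds plus 3 SD, cutoff set per screening run, cut at about 7.5% in these data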;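 note: red hydrolysis product quenches plate fluorescence so inhibitors raise well fluorescence; 0% = enzyme with DMSO and 100% = DMSO without enzyme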
PHOSPHO1 block: PHOSPHO1 (human) inhibition. 290,000 compounds, 1.1% hits. inhibition, % at 13.3 µM. Q8TCT1. recombinant PHOSPHO1, absorbance phosphatase assay. AID 1565; in the data active = inhibition above about 60%
Target sequence (Q8TCT1 whole entry, looked up): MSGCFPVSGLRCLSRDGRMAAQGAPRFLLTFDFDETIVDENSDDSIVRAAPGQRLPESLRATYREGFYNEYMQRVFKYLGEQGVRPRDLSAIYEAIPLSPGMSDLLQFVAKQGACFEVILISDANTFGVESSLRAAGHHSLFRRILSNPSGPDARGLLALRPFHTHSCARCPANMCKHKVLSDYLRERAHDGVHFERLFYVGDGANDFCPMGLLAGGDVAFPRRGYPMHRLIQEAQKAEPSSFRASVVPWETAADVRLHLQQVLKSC
Starred values were filed as active, the others as inactive; / = not tested or not shown.

No.	compound	GalR3 antagonist	V1aR counter	IMP-1 inhibitor	GPR7 antag	OXTR agonist	DNA FID counter	HCV NS3 hel inh	VIM-2 inhibitor	PHOSPHO1 block
1	CCCc1c(C(=O)N/N=C/c2ccccc2OCc2ccc(F)cc2)nnn1-c1nonc1N	0	-0.4	0.4	-3	0.2	-8	-2	-1.3	29
2	Cc1ccc2oc(=O)n(CC(=O)c3ccc(F)cc3)c2c1	1	2.8	2.2	25*	-2.9	-7	11	1.6	1
3	COC(=O)c1cc(S(=O)(=O)N2CCC(C(N)=O)CC2)oc1C	-2	-0.1	-3.7	-10	0.3	-6	4	-0.7	-6
4	Cc1noc(C)c1COC(=O)/C=C/c1ccccc1Cl	1	-0.4	-1.6	-1	-2.4	-18	0	-0.4	32
5	CCCCCCCCNC(=O)c1cnsn1	-5	-0.5	-2.8	-7	-2.0	-3	12	-4.3	-6
6	COC(=O)c1sc(NC(=O)c2ccc(C)o2)nc1C	-5	-0.1	-0.6	0	-0.6	-2	-4	-1.7	-4
7	CC(=O)Nc1c(O)nc(SCC(=O)Nc2c(C)cccc2C)[nH]c1=O	0	0.3	7.3*	-12	0.3	-2	4	3.2	14
8	CNc1ccccc1C(=O)OC(C)C(=O)Nc1ccc(S(=O)(=O)N2CCCC2)cc1 (stereo unspecified)	-2	-0.1	-1.5	-8	-0.2	-24	-27	-1.2	3
9	CS(=O)(=O)Nc1nc2n(n1)C(c1ccc(F)cc1)CC(c1ccccc1)N2 (stereo unspecified)	-5	-0.5	-4.2	-3	0.2	-3	3	-3.2	32
10	COc1ccc(CNC(=O)CN(Cc2ccc(OC)cc2)C(=O)c2csnn2)cc1	-8	0.9	-1.8	2	0.6	-15	1	-1.0	26

Printed as active in IMP-1 inhibitor, among the entries above:
No.	SMILES	GalR3 antagonist	IMP-1 inhibitor	GPR7 antag	HCV NS3 hel inh	VIM-2 inhibitor	PHOSPHO1 block
7	CC(=O)Nc1c(O)nc(SCC(=O)Nc2c(C)cccc2C)[nH]c1=O	0	7.3*	-12	4	3.2	14

Later entries.
No.	compound	GalR3 antagonist	V1aR counter	IMP-1 inhibitor	GPR7 antag	OXTR agonist	DNA FID counter	HCV NS3 hel inh	VIM-2 inhibitor	PHOSPHO1 block
11	Cc1ccc(C)c(N2CCN(C(=O)Cn3cccc3)CC2)c1	-3	6.5	-3.1	-6	2.0	-10	7	-1.4	11
12	c1ccc(-c2ccc(C3CCCN3)cc2)cc1 (stereo unspecified)	-2	0.1	-1.7	8	0.2	-3	-5	0.5	30
13	O=C(c1ccc(Cn2cc(Br)cn2)cc1)N1N=C(C(F)F)CC1(O)C(F)F (stereo unspecified)	-5	15	-3.1	5	12	-11	-8	-0.7	16
14	O=C(c1cc2nc(-c3ccccc3)cc(-c3ccccc3)n2n1)N1CCCC1	-4	-0.5	-1.6	-14	-1.5	-3	15	-1.4	-1
15	O=C1OCC/C1=C\c1ccc(O)cc1	-9	1.8	-2.1	-4	6.1	-2	-1	-1.2	34
16	Cc1ccccc1OCC(=O)N/N=C/c1ccc(Sc2nc3ccccc3s2)o1	1	0.5	-5.2	-7	0.2	-1	-3	-4.5	-14
17	CC1(C)C2CCC1(CS(=O)(=O)N1CCOCC1)C(=O)C2 (stereo unspecified)	-5	1.0	-1.1	-4	1.9	1	6	-2.1	-20
18	Cn1ccc(NC(=O)Nc2cccc(C(F)(F)F)c2)n1	-10	-0.3	0.8	13	1.3	0	-2	-0.7	23
19	CCOC(=O)c1ccc(N2CN(C3CCCCC3)CNC2=S)cc1	-9	0.7	7.2*	2	0.3	6	-8	-0.4	5
20	CCOc1ncccc1C(=O)N=C1SCCN1C(=O)c1cccnc1OCC	3	-0.5	-1.6	-12	-1.4	-17	-7	-2.5	-31
21	N=C1S/C(=C\c2ccco2)C(=O)N1c1nccs1	-1	2.4	-5.4	-2	0.7	-10	24	-3.0	-14
22	CC(C)(C)C(=O)/C=C/c1ccc(Oc2ccccc2)cc1	-9	/	-1.4	-14	/	-11	-19	-2.1	20
23	Cc1ccc(S(=O)(=O)C2(C(=O)N3CCN(c4ccccc4F)CC3)CC2)cc1	-6	2.7	-1.6	-8	0.2	-38	-14	-0.9	5
24	CC1CN(C(c2cccs2)c2sc3ncnn3c2O)CC(C)O1 (stereo unspecified)	/	0.4	-4.9	-11	0.8	-7	5	-4.0	2
25	O=C(COc1cc2oc(=O)c3c(c2cc1Cl)CCCC3)NCC1CCC(C(=O)O)CC1 (stereo unspecified)	9	-0.2	-2.6	-7	-0.4	-69	10	1.6	10
26	CCc1ccc(CSc2nccn2-c2ccccc2)cc1	-2	0.2	0.0	27*	-0.3	-17	-5	0.8	28
27	Cc1ccc2c(c1)[nH]c1c(=O)n(Cc3ccccn3)cnc12	-1	0.3	1.0	18	-0.5	0	2	3.3	-4
28	COc1ccc(/C=N/NC(=O)CN(C)C(=O)OCc2ccccc2)cc1OC	-6	0.6	-2.9	-7	0.7	-34	-8	-1.9	10
29	O=C(NCC(c1ccc(F)cc1)N1CCOCC1)c1ccc(C(=O)c2ccccc2)cc1 (stereo unspecified)	-3	2.1	-2.0	-7	1.4	-35	-8	-2.0	24
30	CCOc1ccc2nc(N3CCC(C(=O)NCCCN4CCOCC4)CC3)sc2c1	2	-0.8	-1.0	-8	2.0	7	-15	-0.4	12

Full records, looked up by structure. Order of values: GalR3 antagonist	V1aR counter	IMP-1 inhibitor	GPR7 antag	OXTR agonist	DNA FID counter	HCV NS3 hel inh	VIM-2 inhibitor	PHOSPHO1 block
Entry for `N=C1S/C(=C\c2ccco2)C(=O)N1c1nccs1` → -1	2.4	-5.4	-2	0.7	-10	24	-3.0	-14
Entry for `CNc1ccccc1C(=O)OC(C)C(=O)Nc1ccc(S(=O)(=O)N2CCCC2)cc1` (stereo unspecified) → -2	-0.1	-1.5	-8	-0.2	-24	-27	-1.2	3

Going on with the list.
No.	compound	GalR3 antagonist	V1aR counter	IMP-1 inhibitor	GPR7 antag	OXTR agonist	DNA FID counter	HCV NS3 hel inh	VIM-2 inhibitor	PHOSPHO1 block
31	O=C(COc1ccccc1[N+](=O)[O-])Nc1cccc(Cl)c1N1CCOCC1	-5	2.6	-1.3	-1	-0.6	-28	-7	-0.3	-2
32	Cc1nc2nc(-c3ccc(F)cc3)cn2nc1C	-8	2.4	-3.9	-4	-1.2	-5	14	-2.5	-5
33	COc1ccc(Cn2nnnc2CN2CCC(O)(c3ccccc3F)CC2)cc1	-1	1.5	-1.6	10	3.6	-2	0	-2.0	36
34	CCC1CCCCN1CC(O)Cn1c2ccccc2n2c(=O)cc(C)c(C#N)c12 (stereo unspecified)	-3	-0.5	-0.3	12	5.1	9	3	3.5	-12
35	CNC(=O)c1cn(-c2ccccc2)c(=O)c2ccccc12	1	2.3	6.1*	-5	2.0	0	-5	-1.8	8
36	COC(=O)C(C)Oc1ccc(Oc2nc(Cl)ccc2Cl)cc1 (stereo unspecified)	-7	-0.9	-1.8	4	-2.6	-21	-1	-2.1	13
37	O=C(c1cc2ccccc2oc1=O)N(Cc1cccs1)C1CCS(=O)(=O)C1 (stereo unspecified)	-5	-0.3	-6.2	-14	2.3	-6	-8	-2.7	10
38	COc1cc(NS(=O)(=O)c2ccc(-c3ccc(=O)[nH]n3)o2)cc(OC)c1OC	-6	0.0	-3.6	-8	-0.4	-5	-7	-0.9	19
39	CCCOC1(NC(=O)c2ccccc2)C(C)=CC(=O)C=C1C	-5	2.3	-1.4	-5	0.9	0	-11	2.2	36
40	CCOc1cccc2sc(=NC(=O)CCS(=O)(=O)c3ccccc3)n(CC)c12	5	-0.4	-1.6	-15	-0.1	-27	-5	-0.8	23

Part of the list above, reduced to VIM-2 inhibitor and HCV NS3 hel inh:
| cpd | SMILES | VIM-2 inhibitor | HCV NS3 hel inh |
| --- | --- | --- | --- |
| 5 | CCCCCCCCNC(=O)c1cnsn1 | -4.3 | 12 |
| 6 | COC(=O)c1sc(NC(=O)c2ccc(C)o2)nc1C | -1.7 | -4 |

The list goes on:
No.	compound	GalR3 antagonist	V1aR counter	IMP-1 inhibitor	GPR7 antag	OXTR agonist	DNA FID counter	HCV NS3 hel inh	VIM-2 inhibitor	PHOSPHO1 block
41	COc1ccc(C(=O)Nc2nc(N)n(-c3ccccc3)n2)cc1OC	-2	0.6	-1.2	-11	-0.5	-7	-1	-2.9	-16
42	Cc1ccc(OC(=O)C(C)c2cccc(C(=O)c3ccccc3)c2)cc1 (stereo unspecified)	-4	-0.3	-4.2	3	-1.2	-7	2	3.0	24
43	O=C(Cc1cc(=O)[nH]c(=O)[nH]1)NCCN1CCOCC1	/	0.7	-1.8	5	1.1	-3	7	-2.8	5
44	CCCN1CCc2c(sc3nc(SC)n(-c4ccccc4)c(=O)c23)C1	-2	-0.9	-0.4	-4	0.6	-9	-27	0.7	59
45	Cc1cc(=O)oc2ccc(OCc3ccccc3)cc12	-12	-0.1	0.7	21	-2.3	-20	26	2.9	30
46	COc1ccccc1C(=O)Oc1cc(N)n(S(=O)(=O)c2ccc(C)cc2)n1	-2	-0.7	-0.5	5	2.1	-8	3	2.5	16
47	COc1ccc(/C=N/Nc2cc(C)nc(N3CCOCC3)n2)cc1OC	-3	-0.1	-3.3	-16	-0.4	-12	-7	0.6	15
48	CCOC(=O)C1=C(O)/C(=C/c2cc(OC)c(O)c(OC)c2)SC1=Nc1ccc(OC)cc1	1	/	-3.3	-1	/	-6	11	-1.4	-5
49	CCOc1cc(/C=C/C(=O)NCCc2ccc(S(N)(=O)=O)cc2)ccc1OCC(C)C	-7	-0.5	-2.0	-7	-0.2	-31	10	-3.1	34
50	O=C(O)C1CCC(CNCc2ccncc2)CC1 (stereo unspecified)	-9	3.8	1.6	-7	1.3	-5	0	-2.0	25
51	O=C(Cc1ccc(S(=O)(=O)N2CCOCC2)s1)Nc1ccccc1Br	4	-1.2	-2.2	-5	-0.3	-9	-2	-1.0	15
52	COc1ccc(S(=O)(=O)NC(C)C(=O)NCc2ccccn2)cc1Cl (stereo unspecified)	-8	-0.6	-1.7	6	0.2	-8	14	-0.1	26

Screens (PubChem BioAssay)
